Pf apPOL inh: Pf-apPOL DNA polymerase inhibition; Recombinant Pf-apPOL, molecular beacon fluorescence, 1.5 h; inhibition, % at 10 µM; hit rate 0.25% among 210,000
mHTT-CaM PPI inh: disrupts binding of mutant huntingtin to calmodulin. P42858. AlphaScreen His-mHTT/GST-CaM binding, luminescence. inhibition, % at 15 µM. hit rate 3.6% among 190,000. AID 1671202;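 further: 0% = both proteins with DMSO and 100% = one protein alone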
* = called active by the depositor; i = inactive; / = not tested or not shown; & = joins results of further samples. No stated cut-off is given here; in the data, active means inhibition above about 50%; inactive means the rest.

SMILES	Pf apPOL inh	mHTT-CaM PPI inh
O=S(=O)(NCC1CCCO1)c1ccc(N2CCOCC2)nc1 (stereo not drawn)	-12	/
Cc1ccccc1NC(=O)CSc1ncccn1	-4	2
N#CCC[C@H]1CC[C@]2(CCCN(Cc3ccc(Br)cc3)C2)O1	-9	89*
Cc1cccc(N2C(=O)c3cccnc3C2CC(=O)N2CCCCC2)c1 (stereo not drawn)	-1	-3
Cc1ccc(Sc2ncccc2-c2nnc(C3CC3)o2)cc1	-2&-17	/
COC(=O)CNC(=O)N1CC2CCCN2c2ccccc21 (stereo not drawn)	0	8
COc1cc(OC)c(C2N(c3cc(C)on3)C(=O)C3CCCN32)cc1OC (stereo not drawn)	-5	-3
O=C(c1ccc(OCC2CCN(C(=O)C3CC3)CC2)cc1)N1CCCC1	2	-2
Cc1nc([N+](=O)[O-])cn1Cc1nnc(N)s1	/	-2
O=C(NCc1ccccc1F)C1CC(=O)N(c2ccccc2)C1 (stereo not drawn)	-2	-2
O=C1NCCC2C1N=C(N1CCCCC1)N2C1OC(CO)C(O)C1O (stereo not drawn)	/	-6
Cc1ccc(-n2ccnc(NC(=O)c3ccccn3)c2=O)cc1C	-16	89*
O=C(NCc1ccco1)N1CCC(n2c(-c3ccco3)nc3cccnc32)C1 (stereo not drawn)	3	22
CC1CCN(S(=O)(=O)N2CCC(C(=O)NCc3ccccn3)CC2)CC1	-18	-6
CCn1ccc2oc(C)c(C(=O)NCc3cccc(F)c3)c2c1=O	0	-12
O=S(=O)(NCc1ccccn1)c1ccc(S(=O)(=O)c2ncc(C(F)(F)F)cc2Cl)s1	-11	/
CSc1ccccc1C(=O)NCC(O)c1cccc2ccccc12 (stereo not drawn)	0	-14
Nc1c(Nc2ccc(F)cc2)c2ccccc2oc1=O	0	14
Cc1cccc(Nc2ccc(N3CCN(C(=O)Cn4cnc5ccccc54)CC3)nn2)n1	-3	12
COc1ccc2c(c1OC)C(=O)N(c1ccc(Cl)c(C(F)(F)F)c1)C2	4	-4
CCOc1ccccc1-n1c(SCC(=O)Nc2ccc(C)cc2)nc2n[nH]c(C)c2c1=N	-11	28
CC(C)CN1CCn2cc(C(=O)NCc3ccc(F)cc3F)nc2C1	-2	11
COC(=O)c1ccc(C(=O)N(CCn2cccn2)c2nc3c(C)cc(C)cc3s2)cc1	-4	100*
CCCC(C)C(=O)Nc1ccc(C(C)=O)cc1 (stereo not drawn)	-11	1
CC1(C)CC(N2COc3ccc4c(=O)c(-c5ccccc5)coc4c3C2)CC(C)(C)N1	-3	5
Following part.
SMILES	Pf apPOL inh	mHTT-CaM PPI inh
O=C(CSCc1ccc(Cl)cc1)NC1CCCC1	-5	-9
Cc1c(NC(=O)c2cc3ccccc3o2)cccc1-c1nc2ccccc2o1	-4	0
Cc1ccc(NC(=O)CCCc2ccccc2)cc1F	-1	-47
CC1(C)C(c2nc(-c3ccc(Br)cc3)no2)C1(C)C	/	-25
Cc1ccc(C(C)NC(=O)c2ccc(-c3nc4cccnc4n(C)c3=O)cc2)cc1C (stereo not drawn)	1	25
CCOc1ccc(N2CC(CNC(=O)Nc3cc(OC)c(OC)c(OC)c3)CC2=O)cc1 (stereo not drawn)	1	7
NC(=O)c1cnn2c1NC(c1ccco1)CC2C(F)(F)F (stereo not drawn)	-2	1
CC(=O)N(C1=C(Nc2ccccc2)C(=O)c2ccccc2C1=O)c1ccccc1	-3	55*
Cc1cc(N2CCCCC2)nc2ccccc12	-2	-40
OC(COCC1CC=CCC1)CN1CCCCC1 (stereo not drawn)	0	-1
CCc1nc(C(C)(C)O)n(-c2ccccc2)n1	1	-5
CCc1csc2nc(C)c(NC(=O)CC(C)(C)C)c(=O)n12	-1	2
O=C(CCC1CCCC1)N1CCC(c2ccn3ncc(C(=O)N4CCOCC4)c3c2)CC1	0	5
O=C1OC(c2ccccc2F)=N/C1=C\c1ccco1	6	-2
Cc1cc(NC(=O)c2ccc(NS(=O)(=O)c3c(C)n[nH]c3C)cc2)ccc1Br	2	9
C#CCSc1nc2ccccc2c(=O)n1CC=C	-6	-12
O=C(O)c1c(-c2ccccc2)c2oc3ccccc3c2[nH]c1=O	-6	12
CC1CCN(Cc2c(O)ccc3c2OC(=Cc2cc4ccccc4o2)C3=O)CC1	-13	-1
COC(=O)C(C)OC1C(NC(C)=O)C(OCc2ccccc2)OC2COC(C)(C)OC21 (stereo not drawn)	2	6
CC(=O)NC(c1cccs1)c1ccc2cccnc2c1O (stereo not drawn)	2	100*
Cc1ccc(S(=O)(=O)N2CCC(c3noc(-c4ccccc4C)n3)CC2)cc1F	-4	1
C=C(C)CN(CC)Cc1ccc(-c2ccccc2[N+](=O)[O-])o1	4	1
Nc1nonc1C(=NCCNc1ccc([N+](=O)[O-])cc1Cl)NO	-2	16
CC(C)(Oc1ccc(Cl)cc1)C(=O)Nc1ncccn1	-2	-2
Cc1sc2c(=O)n(C(C)C)cnc2c1C(=O)Nc1cc(F)ccc1F	-2	-4
More records
SMILES	Pf apPOL inh	mHTT-CaM PPI inh
CNC(=O)C1(c2ccc(NC(C)=O)cc2)CC1	-4	-12
O=C(NCc1nnc2n1CCCC2)c1cc(-c2ccccc2)n[nH]1	-6	-5
COc1ccc2c(c1)CCC/C2=N\OC(=O)c1ccccc1OC	0	i
CN1C2=NCCN2C(=O)c2cc(Cl)ccc21	-5	/
COC(=O)C1Cc2c([nH]c3ccccc23)CN1C(=O)COc1ccc2c(C)cc(=O)oc2c1 (stereo not drawn)	-10	/
Cc1ccccc1C(=O)Nc1ccc(-c2nc3ccccc3s2)c(O)c1	-1	-4
CCOC(=O)N1CCCN=C1SC	-17	/
O=C(c1ccccc1Cl)N1CCc2nc3cc[nH]n3c(=O)c2C1	-4	6
COc1ccc2cc(C(=O)NCc3cccc(Cl)c3)c(=Nc3ccc(C(=O)O)cc3)oc2c1	-2	-4
COc1ccccc1C1=NN(C(=O)CN2CCCCC2C)C(c2ccc(C)cc2)C1 (stereo not drawn)	-4	72*
CN1CCC(N2CCN(C(=O)c3cccc(N4CCNC(c5ccccc5)C4)n3)CC2)CC1 (stereo not drawn)	0	-3
NS(=O)(=O)c1cc(Cl)ccc1F	/	-5
COc1ccc(CNC(=O)C2CCN(c3ccc(N4CCCCC4)nn3)CC2)c(OC)c1	-6	10
COc1ccc(-n2cnc3cc(N=Cc4ccc([N+](=O)[O-])cc4)ccc32)cc1	-7	4
CNC(=O)C(=O)NCCN1CCN(Cc2ccc(Br)cc2)CC1	-2	-2
CN(C(=O)c1n[nH]c2c1CNCC2)C1CCCCC1	-5	4
Cc1cc(OCC(=O)O/N=C(\N)c2ccncc2)ccc1Cl	-2	i
COc1cc(CN2CCc3ccccc3C2)cc(I)c1O	-1	6
CC(=O)c1cccc(N=C2C(=O)Nc3ccccc32)c1	3	3
CCN(CC)c1ncc2c(n1)CCC(C(=O)NCc1cc(F)ccc1F)C2 (stereo not drawn)	-5	-2
CN(Cc1ccccc1)S(=O)(=O)c1ccc(F)c(C(=O)Nc2cc(Cl)cc(Cl)c2)c1	2	-25
CN(Cc1ccccc1)C(=O)C1CCCN(c2ncnc3c2nc2n3CCCCC2)C1 (stereo not drawn)	-2	14
COc1ccccc1C(=O)Nc1ccc(C(=O)O)cc1	-8	-3
Cc1ccc(C)c(NC(=O)Cn2ccc3oc(C)cc3c2=O)c1	2	-10
O=C(c1cc([N+](=O)[O-])ccc1Cl)N1CCN(C23CC4CC(CC(C4)C2)C3)CC1	-8	0
New compounds follow:
SMILES	Pf apPOL inh	mHTT-CaM PPI inh
CC(C=Cc1ccccc1)=NOC(=O)c1ccccc1Cl	-15	/
O=[N+]([O-])c1ccc(-c2nnnn2-c2ccccn2)cc1	-2	2
COc1cccc(-n2cc(-c3ccc4c(c3)OCO4)[nH]c2=O)c1	-3	24
O=C(CSc1nc2c(c(=O)n1-c1ccc([N+](=O)[O-])cc1)SCC2)NCc1ccc(F)cc1	-10	2
Cc1ccc([C@H]2C[C@H](n3cc(-c4ccc(F)cc4)nn3)[C@@H](O)CN2C(=O)C2CCCCC2)cc1	-2	19
Cc1nc2sccn2c(=O)c1NC(=O)c1ccc(F)cc1	2	-7
CC(C)(C)C(O)CCNC(=O)C(=O)NCCC1=CCCCC1 (stereo not drawn)	-14&-8	-3&-7
COc1ccc(NC(=O)/C=N/OC(=O)Nc2ccc(C)cc2)cc1	-1	i
CCOc1ccccc1NC(=O)c1cc(S(=O)(=O)N(C)Cc2ccccc2)ccc1F	31	-5
Cc1cc2nc(SCc3nc4ccccc4[nH]3)[nH]c2cc1C	3	24
Cc1ccc(S(=O)(=O)N2CCC(n3c(-c4ccco4)nc4cccnc43)C2)cc1Cl (stereo not drawn)	-6	14
COc1nn(C)cc1C(=O)Nc1nc2c(OC)ccc(OC)c2s1	2	0
Cc1ccc(Cl)cc1NC(=O)Cc1cccs1	-13	0
O=C(NCC1(O)CCCC1)c1ccccc1	-7	-2
COc1ccc(CC(=O)N2CCC(C(=O)NCCc3cscn3)CC2)cc1	-3	-4
Cc1ccnc2c1ccc1cccnc12	/	100*
CN(C)c1nc(-c2ccccc2)nc(-c2ccccc2)c1C#N	-4	/
Nc1ncnc(N2CCN(c3ccc(Cl)c(Cl)c3)CC2)c1[N+](=O)[O-]	-1	36
Cc1ccc(C)c(NC(=O)Cn2c(N3CCCC3)nc(C)cc2=O)c1	-4	-4
Cc1cccc(S(=O)(=O)N2CCSC2c2ccc(Br)cc2)c1 (stereo not drawn)	6	-46
O=C(Nc1ccc(Cn2cncn2)cc1)c1cccs1	-2	1
CC1=NOC(=O)/C1=C\c1ccc(N(C)C)c(Br)c1	-1	13
Cc1ccc(-c2noc(C3CCCN3S(=O)(=O)c3c(C)cc(C)cc3C)n2)cc1 (stereo not drawn)	-2	-32
Cc1cc(N=CN(C)C)c2ccccc2n1	-5	/
Clc1ccc(-c2ccnc3nncn23)cc1	-9	/
(list continues)
SMILES	Pf apPOL inh	mHTT-CaM PPI inh
O=C(NC1CC2CC1CN2S(=O)(=O)c1ccc(F)c(Cl)c1)c1ccccc1 (stereo not drawn)	3	-6
CC1=CC(C)C2C(=O)N(c3cccnc3)C(=O)C2C1 (stereo not drawn)	19	2
CCCCN1CCN(C(=O)C2CCN(c3nnc(-c4ccc(C)cc4)o3)CC2)CC1	0	25
CC(=O)Nc1c(Cl)cnn(-c2ccccc2)c1=O	-1	-4
Cc1cc(OC(=O)C=Cc2ccc3c(c2)OCO3)c([N+](=O)[O-])c(=O)[nH]1	8	77*
Cc1cccc(NC(=O)COc2ccc(Br)cc2Cl)c1C	-6	-3
CC12CC(NC(=O)N1c1cccc(Br)c1)c1cc(Br)ccc1O2 (stereo not drawn)	1	15
O=C(CSc1ccccc1)Nc1ccc(Br)cc1F	-7	-37
C/C(=N\NC(N)=S)c1ccco1	/	i
CN1C(=O)Cc2ccccc2C1C(=O)NCc1cccc(F)c1 (stereo not drawn)	0	-4
Cc1cc2[nH]c(C(=O)Nc3ccc(F)cc3)c(CN3CCOCC3)c2s1	24	5
CCCC(=O)Nc1ccccc1NC(=O)c1cccs1	-1	-2
O=[N+]([O-])c1ccc(-c2ncc3ccccn23)cc1	-6&-16	/
COc1ccc(OC)c(CN2CCN(C(=O)CC(C)C)CC2)c1	-4	5
COc1cc(/C=C/C(=O)Nc2cc(C)c3c(=O)oc4ccccc4c3n2)cc(OC)c1OC	-7	9
Cc1cc2c(o1)-c1c(oc3ccc(Br)cc13)CCC2(C)c1ccccc1 (stereo not drawn)	-1	2
Cc1sc2ncnc(SCC(=O)Nc3ccccc3)c2c1C	-13	1
Fc1ccc(F)c(-c2nc(-c3cccc(-c4ccn[nH]4)c3)no2)c1	0	1
CC1=C(C(=O)Nc2ccccc2)C(c2ccncc2)n2nc(SCc3ccccc3F)nc2N1 (stereo not drawn)	-2	1
COCCN1CCC(CNS(=O)(=O)c2cccs2)CC1	-5	-6
Cc1oc(S(=O)(=O)N2CCCC2)cc1C(=O)NCc1ccc2c(c1)OCO2	-2	/
COc1cccc2c1OC1(C)CC2NC(=O)N1c1cccc(C(=O)Nc2ccc(F)cc2)c1 (stereo not drawn)	2	13
CCS(=O)(=O)N1CCCC(C(=O)NCc2cccnc2)C1 (stereo not drawn)	-17	-2
Cc1cc2oc(C(=O)Nc3ccccc3[N+](=O)[O-])c(C)c2cc1C	0	-12
O=C(NCC#CCN1CCc2ccccc2C1)c1c(F)cccc1Cl	5	22
CN(C)c1ccc(/C=C/c2nc3ccc(I)cc3c(=O)n2CCO)cc1	-2	22

A second format for 15 compounds above.
Screens in order: Pf apPOL inh, mHTT-CaM PPI inh
> CCCC(=O)Nc1ccccc1NC(=O)c1cccs1
 : -1, -2
> O=[N+]([O-])c1ccc(-c2ncc3ccccn23)cc1
 : -6&-16, /
> COc1ccc(OC)c(CN2CCN(C(=O)CC(C)C)CC2)c1
 : -4, 5
> COc1cc(/C=C/C(=O)Nc2cc(C)c3c(=O)oc4ccccc4c3n2)cc(OC)c1OC
 : -7, 9
> Cc1cc2c(o1)-c1c(oc3ccc(Br)cc13)CCC2(C)c1ccccc1 (stereo not drawn)
 : -1, 2
> Cc1sc2ncnc(SCC(=O)Nc3ccccc3)c2c1C
 : -13, 1
> Fc1ccc(F)c(-c2nc(-c3cccc(-c4ccn[nH]4)c3)no2)c1
 : 0, 1
> CC1=C(C(=O)Nc2ccccc2)C(c2ccncc2)n2nc(SCc3ccccc3F)nc2N1 (stereo not drawn)
 : -2, 1
> COCCN1CCC(CNS(=O)(=O)c2cccs2)CC1
 : -5, -6
> Cc1oc(S(=O)(=O)N2CCCC2)cc1C(=O)NCc1ccc2c(c1)OCO2
 : -2, /
> COc1cccc2c1OC1(C)CC2NC(=O)N1c1cccc(C(=O)Nc2ccc(F)cc2)c1 (stereo not drawn)
 : 2, 13
> CCS(=O)(=O)N1CCCC(C(=O)NCc2cccnc2)C1 (stereo not drawn)
 : -17, -2
> Cc1cc2oc(C(=O)Nc3ccccc3[N+](=O)[O-])c(C)c2cc1C
 : 0, -12
> O=C(NCC#CCN1CCc2ccccc2C1)c1c(F)cccc1Cl
 : 5, 22
> CN(C)c1ccc(/C=C/c2nc3ccc(I)cc3c(=O)n2CCO)cc1
 : -2, 22

A different layout for some results above:
Below each compound – Pf apPOL inh	mHTT-CaM PPI inh
- O=C(NCC#CCN1CCc2ccccc2C1)c1c(F)cccc1Cl
  5	22
- Cc1oc(S(=O)(=O)N2CCCC2)cc1C(=O)NCc1ccc2c(c1)OCO2
  -2	/

Screening results deposited in PubChem BioAssay by University of Kansas High Throughput Screening Laboratory.
